Screening data deposited in PubChem by several laboratories.
Bcl-XL Bim block: human Bim-Bcl-XL interaction inhibition; Q07817; inhibition, % at 10 µM; Bim peptide-Bcl-XL binding, bead flow cytometry, fluorescence; AID 1007; 190,000 compounds, 0.04% hits
Target sequence (Q07817 whole entry, looked up): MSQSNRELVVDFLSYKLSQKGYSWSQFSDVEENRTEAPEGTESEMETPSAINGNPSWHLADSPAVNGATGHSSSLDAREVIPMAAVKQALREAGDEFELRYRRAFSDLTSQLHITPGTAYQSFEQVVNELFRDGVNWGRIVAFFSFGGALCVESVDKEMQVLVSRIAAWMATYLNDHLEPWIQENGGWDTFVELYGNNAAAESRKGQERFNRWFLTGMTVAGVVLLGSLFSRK
RGS8-Gao: modulates binding of RGS8 to human Galphao. 220,000 compounds, 0.34% hits. response (percent of control binding), % at 10 µM. multiplexed bead flow cytometry; actives lie on both sides. P09471; in the data active = response below about 60% or above about 140%; inactive = in between;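 also: Galphao activated as the GDP aluminium fluoride complex binding bead-coupled RGS8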
Target sequence (P09471 whole entry, looked up): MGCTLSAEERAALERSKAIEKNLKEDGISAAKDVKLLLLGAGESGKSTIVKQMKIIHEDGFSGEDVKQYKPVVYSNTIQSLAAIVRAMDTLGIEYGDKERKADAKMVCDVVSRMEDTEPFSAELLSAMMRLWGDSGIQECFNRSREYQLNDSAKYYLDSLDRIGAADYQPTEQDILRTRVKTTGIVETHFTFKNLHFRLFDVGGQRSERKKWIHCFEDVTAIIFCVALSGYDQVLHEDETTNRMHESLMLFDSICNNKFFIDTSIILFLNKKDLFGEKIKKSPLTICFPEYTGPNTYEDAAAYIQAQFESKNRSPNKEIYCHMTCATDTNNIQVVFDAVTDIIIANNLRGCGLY
Bim-Mcl-1: inhibitors of Bim-Mcl-1 interaction, human; Q07820; Bead-based flow cytometry, Bim peptide-Mcl-1 binding; inhibition, % at 10 µM; 190,000 compounds, 0.1% hits;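 also: 0% = no compound tracer wells and 100% = peptide blocker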
Bim-Bcl-2: human Bim-Bcl-2 interaction inhibition; P10415; Bead-based flow cytometry, Bim peptide-Bcl-2 binding; inhibition, % at 10 µM; 190,000 compounds, 0.06% hits; in the data active = inhibition above about 40%; inconclusive = no clear call, values can overlap the other calls;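 also: 0% = no compound wells with probe peptide and 100% = reference peptide inhibitor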
Target sequence (P10415 whole entry, looked up): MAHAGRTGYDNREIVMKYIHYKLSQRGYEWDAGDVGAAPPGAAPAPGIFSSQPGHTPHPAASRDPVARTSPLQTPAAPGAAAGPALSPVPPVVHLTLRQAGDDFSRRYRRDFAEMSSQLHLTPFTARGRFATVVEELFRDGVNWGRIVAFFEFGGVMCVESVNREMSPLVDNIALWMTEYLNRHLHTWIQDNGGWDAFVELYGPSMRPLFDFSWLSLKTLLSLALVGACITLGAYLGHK
Bcl-W Bim block: human Bim-Bcl-W interaction inhibition; bead-based flow cytometry, Bim peptide-Bcl-W binding; inhibition, % at 10 µM; 190,000 compounds, 0.02% hits; AID 952;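 also: 0% = bound tracer without compound and 100% = peptide blocker; higher means less fluorescent Bim peptide bound to Bcl-W beads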
Target sequence (Q92843 whole entry, looked up): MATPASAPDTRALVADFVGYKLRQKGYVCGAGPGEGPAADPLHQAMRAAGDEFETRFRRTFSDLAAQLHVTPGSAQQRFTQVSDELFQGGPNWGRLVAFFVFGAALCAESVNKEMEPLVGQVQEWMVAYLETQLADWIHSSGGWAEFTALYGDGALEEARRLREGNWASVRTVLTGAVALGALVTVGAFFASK
Mcl1-Bid inh: disrupts binding of human Mcl-1 to Bid peptide | Q07820 | inhibition, % at 21.7 µM | TR-FRET Mcl-1/Bid-Dy647 peptide binding, 1536-well | 220,000 compounds, 0.97% hits;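 active = compounds that cut the binding signal by more than half at the single screening dose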;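 also: His-tagged Mcl-1 with europium anti-His antibody binding Bid BH3 peptide; 0% = Mcl-1 plus peptide wells and 100% = peptide-only wells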
Bim-Bfl-1: inhibitors of Bim-Bfl-1 interaction, human | Q16548 | inhibition, % at 10 µM | 190,000 compounds, 0.12% hits | AID 1008 | Bead-based flow cytometry, Bim-Bfl-1 binding inhibition;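 also: 0% = wells without compound plus tracer and 100% = blocker peptide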
Mcl1 Noxa PPI: Mcl-1/Noxa interaction inhibition; Q07820; inhibition, % at 21.7 µM; TR-FRET Mcl-1/Noxa peptide binding, 2 h; 220,000 compounds, 1.5% hits; AID 1022;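 active = compounds that cut the protein-peptide binding signal by more than 50% relative to plate controls in a single-dose test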;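 also: His-tagged Mcl-1 with rhodamine Noxa BH3 peptide and terbium anti-His antibody; 0% = Mcl-1 plus Noxa peptide wells and 100% = peptide-only wells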
RGS4-Gao reg: human RGS4-Galphao interaction regulation | P09471 | Multiplexed bead flow cytometry, RGS4-Galphao binding; actives lie on both sides | binding response (% of control), % at 10 µM | 220,000 compounds, 0.33% hits | AID 1415; in the data active = binding response below about 49% or above about 150%; inactive = in between;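 also: fluorescent Galphao activated with aluminum fluoride binding bead-coupled RGS4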
RGS7-Gao: human RGS7-Galphao interaction regulation. P09471. 220,000 compounds, 0.35% hits. Multiplexed bead flow cytometry, RGS7-Galphao binding; actives lie on both sides. binding response (% of control), % at 10 µM; in the data active = binding response below about 49% or above about 150%; inconclusive = no clear call, values can overlap the other calls; inactive = in between;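 also: fluorescent Galphao held in activated GDP-AlF4 state binding bead-coupled RGS7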
Bim-Bcl-B: human Bim-Bcl-B interaction inhibition; Q9HD36; bead-based flow cytometry, Bim peptide-Bcl-B binding; inhibition, % at 10 µM; 190,000 compounds, 0.073% hits; AID 951;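 also: 0% = tracer peptide without compound and 100% = reference inhibitor peptide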
Active calls of the source: *; ? = inconclusive; · = no result given. Rule as the data show it, unless noted: active = inhibition above about 40%.

SMILES	Bcl-XL Bim block	RGS8-Gao	Bim-Mcl-1	Bim-Bcl-2	Bcl-W Bim block	Mcl1-Bid inh	Bim-Bfl-1	Mcl1 Noxa PPI	RGS4-Gao reg	RGS7-Gao	Bim-Bcl-B
CCc1nc(N2CCCC(C)C2)c2oc3ccccc3c2n1 (configuration not stated)	-5	100	0	-6	3	10	-8	17	101	102	-7
CCC1CCCCN1C(=O)COC(=O)c1n[nH]c2ccccc12 (configuration not stated)	-3	102	2	-2	0	-34	-12	18	102	102	-4
COc1ccc(C2CC(=O)N(c3ccccc3)C3=C2C(=O)CCC3)cc1 (configuration not stated)	·	103	·	·	·	-4	·	2	97	?	·
Cc1ccc(-n2cccn2)c(CN2CCC(CO)(CCc3ccccc3)CC2)c1	0	101	-1	-2	0	-38	-4	1	100	?	-3
COc1ccc(C)cc1NC(=O)c1cc2cc3ccc(C)cc3nc2o1	-1	99	-1	0	-3	18	0	-10	99	100	0
CCn1c(=N)n(CC(O)COc2ccc(C)cc2)c2ccccc21 (configuration not stated)	·	99	·	·	·	-18	·	5	97	?	·
CCCCn1c(=O)c(CCC(=O)OCC(=O)NC(C)c2ccccc2)nc2ccccc21 (configuration not stated)	-2	83	3	1	1	14	3	17	98	96	0
COCCNC(=O)C(c1ccccc1)N(Cc1cccs1)C(=O)Cn1nnc2ccccc21 (configuration not stated)	-1	103	-1	1	-1	-3	-1	11	103	102	1
Cc1cc(-c2nnc(-c3cccc(Cl)c3)o2)no1	·	99	·	·	·	0	·	10	97	?	·
CC(C)c1nccn1S(=O)(=O)c1cc(Cl)ccc1Cl	-7	122	-6	-8	-2	2	-7	19	114	117	-7
CCN(CCO)c1nc(SC)nc2c1sc1nc(-c3ccco3)c3c(c12)CCC3	4	91	5	4	16	52*	27	99*	92	90	3
CN(C)c1ccc(N=Cc2nc(-c3ccccc3)oc2OC(=O)c2cccc(Cl)c2)cc1	-5	93	-11	-7	-6	-94	-6	12	95	96	-3
Cc1ccc(-c2ccc(/C=N/c3ncn[nH]3)o2)cc1Cl	-3	101	0	-11	0	-12	-11	7	101	96	-6
O=C(Nc1n[nH]c(C(F)(F)F)n1)C1CC1	21	99	43*	4	11	-4	27	4	100	105	-53
C=CCc1cccc(/C=N/n2cnnc2)c1O	-2	98	0	-4	0	-27	-2	16	98	99	-1
Cc1ccc(C(C)C)cc1S(=O)(=O)NCc1cccnc1	-3	94	0	-2	0	8	2	9	89	86	1
CCC1(CC)Cc2ccccc2-c2nc(NN)[nH]c(=O)c21	·	100	·	·	·	-13	·	-9	98	?	·
CCOc1ccccc1N(CC(=O)NC(C)(C)C)C(=O)c1ccc(CN2CCOCC2)o1	2	103	4	-4	2	-18	-10	14	105	105	-4
COc1cccc(NC(=S)N(Cc2ccc(Cl)cc2)Cc2ccc(C(=O)O)cc2)c1	-6	99	-4	-9	-4	0	-6	11	100	96	-8
O=C1c2ccccc2NC(c2cccnc2)N1c1ccccc1F (configuration not stated)	-5	104	-1	-1	-1	-32	0	11	100	99	-2
c1ccc(CCN2CN=C(Nc3nc4ccccc4o3)NC2)cc1	1	99	1	-1	5	-16	-11	-1	96	100	-4
CC(C)n1cc(/C=C2/SC(=O)N(CC(=O)Nc3ccc4c(c3)OCO4)C2=O)c2ccccc21	-1	87	-1	0	-3	-15	-2	10	86	95	0
CC(C)(C)c1ccc(OCCOCCn2cnc3ccccc3c2=O)cc1	0	99	0	0	1	-21	-2	12	97	?	0
CC(C)CN(C(=O)COC(=O)c1nc(Cl)ccc1Cl)C1CCS(=O)(=O)C1 (configuration not stated)	1	98	1	-3	2	-18	-8	-2	99	?	-2
CCn1c(SCC(=O)NCC2CCCO2)nc2c(c1=O)SC(C)C2 (configuration not stated)	-2	104	1	-3	2	-13	-7	17	106	105	-3

Next part.
SMILES	Bcl-XL Bim block	RGS8-Gao	Bim-Mcl-1	Bim-Bcl-2	Bcl-W Bim block	Mcl1-Bid inh	Bim-Bfl-1	Mcl1 Noxa PPI	RGS4-Gao reg	RGS7-Gao	Bim-Bcl-B
Cc1ccc(Cn2ncc(Cl)c(Cl)c2=O)cc1	0	91	0	4	1	-38	5	8	91	90	-2
CCOC(=O)CSc1nnc(-c2ccccc2OC)o1	-6	98	-3	-5	-1	-20	-16	13	99	96	-8
O=C(CSc1nc2cc(Cl)ccc2s1)c1cc2ccccc2o1	-8	100	3	-1	2	-51	-2	17	101	101	-6
CCCCNC(=O)COC(=O)c1ccc(N(C)C)cc1	2	100	0	-3	-2	-13	-4	9	99	?	-1
Cc1cc(O)c(NC(=O)c2ccc(C)c([N+](=O)[O-])c2)cc1C	-2	101	0	0	-1	-9	-3	12	105	113	-4
O=C(O)CN1C(=O)CCS(=O)c2ccccc21 (configuration not stated)	-1	103	0	-3	0	-12	-7	-15	104	104	0
Cc1ccc(NC(=O)/C(CN(C)C)=N\O)cc1	-6	96	-1	-4	0	-27	-9	4	88	97	-5
COc1cccc(CN(C)CC(=O)Nc2ccccc2C(=O)Nc2ccccc2)c1	0	96	-1	-4	-2	-32	-2	7	95	?	-1
O=C(Nc1ccc([N+](=O)[O-])cc1Br)c1cccnc1	-7	108	-3	-2	-3	12	-1	-6	102	105	-5
COc1ccc(-c2c3c(=O)n(C)c(=O)n(C)c3cn2-c2cccc(OC)c2)cc1	-5	107	-1	-9	0	-31	-13	4	110	108	-7
COc1ccc(NC2(c3ccc(Cl)cc3)C(=O)c3ccccc3C2=O)cc1	1	101	0	-1	0	-60	2	4	98	100	0
O=C(c1ccc2c(c1)OCO2)N(Cc1ccco1)C1(C(=O)NC2CCCCC2)CCCCC1	-1	108	6	-3	-2	-4	-2	9	108	107	-3
COc1ccc(CCNC(=O)c2sc3cc(C)ccc3c2Cl)cc1	-8	102	-1	-11	-3	-5	-12	5	104	101	-5
CCc1ccc(-n2c(O)c(C=NCCN(CC)CC)c(=O)[nH]c2=O)cc1	-4	104	-3	-13	0	-14	-17	·	99	99	-9
COc1ccc(C(CC(=O)O)NC(=O)Cc2ccccc2)cc1 (configuration not stated)	-5	103	0	-3	-1	-4	-2	14	100	99	0
Cc1ccccc1NC(=S)NCc1ccco1	-1	101	-1	0	-2	-24	0	1	101	102	-2
COc1ccc(-c2nc3c(=O)n(C)c(=O)[nH]c3n2CCc2ccccc2)cc1	-1	99	-1	0	0	-5	0	11	102	97	0
CC(C)(C)NC(=O)c1cccc2c1C(=O)c1ccccc1-2	·	100	·	·	·	0	·	3	99	?	·
COc1cccc(/C=N\n2c(C)nnc2C)c1OC	-4	101	-2	-8	-3	1	-5	-18	103	101	-5
COc1ccc(OCCOC(=O)c2cccs2)cc1	-12	101	-5	-8	-6	-40	-12	·	100	100	-12
CCc1nnc(NS(=O)(=O)c2ccc(NC(=S)NC(=O)/C=C/c3ccc(OC)cc3)cc2)s1	-9	102	0	-13	-4	-17	-12	50	105	101	-9
Cc1ccc(-n2[nH]c(=O)c(-c3ccccn3)c2C)cc1	0	101	0	-5	0	-8	-5	7	101	99	0
O=C(NCCCN1CCC(Cc2ccccc2)CC1)C1CC(=O)N(C2CCCCCC2)C1 (configuration not stated)	-8	97	-2	-9	0	-17	-15	-18	99	94	-9
CCCC(=O)NCCCc1nc2ccccc2n1CCC	-7	97	0	-12	2	-15	-8	14	98	97	-11
CCc1nc2ccccc2n1Cc1ccc(F)cc1	0	99	0	-1	-2	-16	-5	9	96	99	-3

(next part)
SMILES	Bcl-XL Bim block	RGS8-Gao	Bim-Mcl-1	Bim-Bcl-2	Bcl-W Bim block	Mcl1-Bid inh	Bim-Bfl-1	Mcl1 Noxa PPI	RGS4-Gao reg	RGS7-Gao	Bim-Bcl-B
C[C@@H]1NC(=O)c2cc([N+](=O)[O-])cc(I)c2OCC[C@@H](C(=O)NC(CC(=O)O)C(N)=O)NC(=O)[C@H](CCC(=O)O)NC1=O (some centres not stated)	-1	103	0	0	-1	13	0	26	101	102	0
COc1ccc(C)cc1S(=O)(=O)N(CC(=O)Nc1ccc2c(c1)OCCO2)Cc1ccccc1	-3	99	1	-9	0	-20	-12	-8	96	95	-8
CCC(=O)c1ccc(OCC(O)Cn2nnc3ccccc32)cc1 (configuration not stated)	0	104	0	-2	-2	-29	-4	11	102	108	-4
Cc1ccc(-n2cc(CN3CCN(Cc4nccn4C)CC3)c(-c3cccc(C)c3)n2)cc1	-6	103	-4	-4	-2	-30	-7	24	102	104	-6
COC(=O)CNC(=O)C1CCCN1C(=O)OC(C)(C)C (configuration not stated)	-7	103	-1	-6	0	1	-11	-5	105	107	-7
CCOC(=O)C1=c2s/c(=C\c3ccncc3)c(=O)n2C(N)=C(C(=O)OC)C1c1ccncc1 (configuration not stated)	-4	107	-1	0	-1	30	-6	14	104	102	-6
Cc1ccc(N2C(=O)CC(n3ccnc3)C2=O)cc1C (configuration not stated)	-1	104	-4	-1	-2	-1	-1	-6	104	103	-1
CC1CCCC(C)N1S(=O)(=O)c1ccc(S(=O)(=O)N2CCOCC2)cc1 (configuration not stated)	·	101	·	·	·	-56	·	19	103	?	·
Cc1snc2sc(C(=O)c3ccc(Br)cc3)c(N)c12	3	101	4	4	6	-5	3	34	100	99	-8
CCOc1cc(C(=O)NC(C)c2ccncc2)cc(OCC)c1OCC (configuration not stated)	-7	97	-4	-8	-1	-11	-16	5	94	96	-8
COc1ccccc1CNC(=O)CN1C(=O)C(C)N(c2ccc(C)cc2)C1=O (configuration not stated)	-7	102	-4	-9	-3	-33	-18	28	105	102	-7
CCCCN1C(=O)NC2NC(=O)NC21 (configuration not stated)	0	102	5	8	2	-2	2	10	97	98	5
CC(C)N(C(=O)CC1ON(C)C(=O)N1c1ccc(Cl)cc1)C(C)C (configuration not stated)	-3	98	-6	-4	-1	-3	-5	5	98	93	-4
CCOC(=O)N1CCC(NC(=O)c2cc(C)c3c(C)nn(-c4ccccc4)c3n2)CC1	-5	100	2	-9	0	-25	-12	13	99	100	-8
CCc1cc2c(SCC(=O)NC3CCS(=O)(=O)C3)ncnc2s1 (configuration not stated)	-2	99	1	-1	0	-32	-6	6	100	?	-4
O=C(CNc1ccc2ccccc2c1)N/N=C/c1ccc([N+](=O)[O-])o1	0	123	0	-14	-1	65*	-21	70*	104	107	-3
O=C(c1ccc(C(F)(F)F)cc1)C1CCCN(C(=O)CCc2cnccn2)C1 (configuration not stated)	-1	106	0	0	0	-5	-7	10	105	104	-3

Entries of single compounds from above. Screens in order: Bcl-XL Bim block | RGS8-Gao | Bim-Mcl-1 | Bim-Bcl-2 | Bcl-W Bim block | Mcl1-Bid inh | Bim-Bfl-1 | Mcl1 Noxa PPI | RGS4-Gao reg | RGS7-Gao | Bim-Bcl-B
Cc1ccccc1NC(=S)NCc1ccco1 in the list: -1 | 101 | -1 | 0 | -2 | -24 | 0 | 1 | 101 | 102 | -2
CCc1nc(N2CCCC(C)C2)c2oc3ccccc3c2n1 (configuration not stated) in the list: -5 | 100 | 0 | -6 | 3 | 10 | -8 | 17 | 101 | 102 | -7
COc1ccc(C2CC(=O)N(c3ccccc3)C3=C2C(=O)CCC3)cc1 (configuration not stated) in the list: · | 103 | · | · | · | -4 | · | 2 | 97 | ? | ·
CCC1(CC)Cc2ccccc2-c2nc(NN)[nH]c(=O)c21 in the list: · | 100 | · | · | · | -13 | · | -9 | 98 | ? | ·
COc1ccc(C)cc1NC(=O)c1cc2cc3ccc(C)cc3nc2o1 in the list: -1 | 99 | -1 | 0 | -3 | 18 | 0 | -10 | 99 | 100 | 0

An unsorted share of the library. About 2.7% of those tested had a hit in this group.
